MT stabilizer: microtubule stabilization, imaging screen; actives 0.83% (n = 200,000); AID 2205; % tubulin-high responders, % at 10 µM; HeLa tubulin immunostaining HCS, 24 h; share of cells brighter than vehicle mean+2SD;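 active = plate Z-score above 3 for both tubulin-high and condensed-nucleus cell shares, with cell loss under 80%, at 10 µM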;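 also: anti alpha tubulin signal scored within the nucleus-defined area of each cell; some results filed as inactive read as strong as hits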
M1AAP inhibition: P. falciparum M1AAP inhibitors, biochemical, fluorogenic H-Leu-NHMec substrate, 1536-well (AID 1445); recombinant M1AAP, H-Leu-NHMec fluorogenic kinetic assay; higher % means a stronger effect; one-dose inhibition, % at 30 µM; IC50 in µM for titrated hits; actives 0.42% (n = 220,000);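 active = primary inhibition above the hit cutoff, then over 50% inhibition at one or more dose response concentrations, cut at about 23% in these data, passing the limit was not always enough; inconclusive = conflicting primary data, or primary hits not chosen for dose response; inactive = low primary inhibition, or under 50% at every dose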;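 also: plate controls were DMSO full reaction for no effect and no enzyme background for full effect; strong numbers were not always called active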
Dynein cargo inh: blocks dynein driven cargo transport along microtubules; 3617.4 mouse cells, GR-EGFP nuclear translocation imaging; test concentration mostly 20 µM; stimulated with dexamethasone, 1 µM; stronger effect = lower value; actives 0.47% (n = 220,000); z-score, hits read low;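 active = plate z-score of nuclear minus cytoplasmic receptor signal below a set negative limit, without overly bright fluorescence or cell loss, cut at about -3.5 in these data, passing the limit was not always enough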;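 also: z-score of nuclear minus cytoplasmic ring GR-EGFP intensity difference per well; some compounds called inactive have numbers as strong as hits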
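Schedule: 48 h induction, then 1 h compound, then 30 min agonist, 37 °C. Buffer or medium: tetracycline-free induction medium containing charcoal-stripped FBS. Reagent: 1.0 µM final dexamethasone stimulus. Evaluation: nuclear versus cytoplasmic GR-EGFP signal, averaged per well. Signal: high-content fluorescence imaging after fixation.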
Autophagy mod: alters autophagy in cells; MEF GFP-LC3 puncta imaging; test concentration mostly 10 µM; calls only at 10 µM (by protocol); actives 0.98% (n = 190,000);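 active = percentage of spot-positive cells more than 3 SD above its plate mean, without a fluorescence outlier flag or 80% toxicity; inconclusive = no clear call, values can overlap the other calls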;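 also: spot-positive cell cutoff set from DMSO-treated cells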
WT yeast gro inh: growth inhibition of WT yeast, mitochondrial fusion screen; mitochondrial fusion phenotypic screen, WT strain; inhibition, % at 10 µM; actives 2.1% (n = 190,000); in the data active = inhibition above about 58%; tested in S. cerevisiae
bCat nuc transl: alters nuclear translocation of beta-catenin in HeLa cells. actives 0.3% (n = 190,000). nuclear translocation activity, % at 5 µM. immunofluorescence imaging. AID 1665;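 active = nuclear translocation activity above 50% at 5 µM, with a well cell count of 50 or more; inconclusive = wells under 50 cells across six images, flagged as toxic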;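 also: per-cell ratio of nuclear to cytoplasmic median beta-catenin stain intensity; plate controls were DMSO negative control for no effect and GSK-3 inhibitor IX positive control for full effect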
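Technique: fluorescence imaging of beta-catenin antibody stain plus DAPI / Material: human HeLa cell line / Incubation: compound treatment 24 h, 37°C, 5% CO2 / Read-out basis: % activation of per-cell nuclear versus cytoplasmic median beta-catenin signal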
T cell HTS: T cell immune modulation candidate; actives 0.068% (n = 330,000); calls only at 7 µM; 2C CD8+ T cell-vesicle binding, flow cytometry; stronger effect = lower value; AID 2052;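 active = response, share of CD8 T cells binding vesicles, and their 90th percentile fluorescence all below set limits, cut at about 80% in these data, passing the limit was not always enough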
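System: murine 2C transgenic CD8+ T lymphocytes; also added: QL9-loaded Drosophila micro-vesicles; times: binding 1.5 h at 37 °C; measured by: flow cytometry, PE anti-B7-1 (FL2) versus Alexa647 anti-CD8 (FL8), PFA-fixed; control set: Peptide-free naked vesicles (low) and QL9 vesicles with 0.7% DMSO vehicle (high)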
Yfh1-off respiration: mitochondrial function rescue without frataxin homolog – Friedreich's ataxia, plus single-dose screen, dose response (AID 1465); S. cerevisiae Yfh1-off respiration, WST-1 reduction, 72 h; higher fold induction means a stronger effect; fold induction at 50 µM; hits with a dose series show EC50 in µM; actives 0.074% (n = 220,000);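 active = fold induction of absorbance versus untreated yeast above a set limit, then at least 30% activation at any dose in follow-up; inconclusive = repeats straddling the limit, or above it without dose testing; inactive = fold induction below the set limit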;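 also: activators that raise dye reduction in frataxin-depleted yeast; strong numbers were not always called active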
P. falciparum M17LAP: P. falciparum M17LAP inhibitors, primary screen, biochemical, fluorogenic H-Leu-NHMec substrate, 1536-well (AID 1619); one-dose inhibition, % at 30 µM; IC50 in µM for titrated hits; recombinant M17LAP, H-Leu-NHMec fluorogenic kinetic assay; higher % means a stronger effect; actives 0.38% (n = 220,000);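 active = compound inhibiting the enzyme by more than half at any dose during confirmatory dose-response retesting; inconclusive = strong single-dose inhibitors picked by rank but not retested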;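 also: plate controls were full reaction with DMSO carrier for no effect and no enzyme background for full effect; strong numbers were not always called active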
WT yeast gro inh mutant strain: further read-out of WT yeast gro inh, marked with its call; inhibition, %; mitochondrial fusion phenotypic screen, mutant strain inhibition
Dynein cargo inh cytoplasmic EGFP: recorded beside Dynein cargo inh, whose call it bears; z-score; measured here: cytoplasmic GR-EGFP intensity; stronger effect = higher value
Dynein cargo inh nuclear GR-EGFP: recorded beside Dynein cargo inh, whose call it bears; z-score; measured here: nuclear GR-EGFP intensity;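 lower value marks the stronger effect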
Dynein cargo inh cell count: further read-out of Dynein cargo inh, marked with its call; z-score; measured here: cell count per field
bCat nuc transl cell count 5 µM: further read-out of bCat nuc transl, marked with its call; cell count; measured here: cell count, cytotoxicity flag
T cell HTS vesicle-bound %: further read-out of T cell HTS, marked with its call; double positive events, %; measured here: CD8+ vesicle-bound cell fraction;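 binding gate set so that unloaded-vesicle control wells show 10% double positive cells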
MT stabilizer Hoechst-high %: recorded beside MT stabilizer, whose call it bears; % Hoechst-high responders; measured here: nuclear condensation Hoechst responders;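 share of cells brighter than vehicle mean plus two SD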
MT stabilizer cytotoxicity %: further read-out of MT stabilizer, marked with its call; toxicity, %; measured here: cytotoxicity by cell density;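 0% = mean cell density of plate MIN control wells and 100% = no cells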
Autophagy mod cell loss 18 h: also measured in Autophagy mod; calls as there; toxicity, %; measured here: cell loss, nuclei count;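 cell loss after 18 h compound exposure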
Numbers without * were called inactive; i = inactive; u = inconclusive; x = not tested or not shown. Not a hit list; any-hit rate near 4.4%.

Compound | MT stabilizer | MT stabilizer Hoechst-high % | MT stabilizer cytotoxicity % | M1AAP inhibition | Dynein cargo inh | Dynein cargo inh cytoplasmic EGFP | Dynein cargo inh nuclear GR-EGFP | Dynein cargo inh cell count | Autophagy mod | Autophagy mod cell loss 18 h | WT yeast gro inh | WT yeast gro inh mutant strain | bCat nuc transl | bCat nuc transl cell count 5 µM | T cell HTS | T cell HTS vesicle-bound % | Yfh1-off respiration | P. falciparum M17LAP
CCn1c(CNC(=O)Cc2ccc(OC)cc2)nnc1SCC(=O)c1ccccc1 | 4.5 | 1.4 | 9.1 | 0.0% | -2.28 | 0.073 | -0.737 | 0.149 | i | 9.3 | 0.0 | 3.2 | -0.5 | 1542 | x | x | i | 4.4%
Fc1ccccc1NC(=S)NN(Cc1ccccc1)c1ccccc1 | 1.5 | 1.6 | 6.1 | 4.3% | 0.0781 | -0.225 | 0.383 | -0.905 | i | -4.0 | 25.1 | 29.6 | -3.4 | 1145 | i | 25.6 | i | -1.3%
O=C(NC1CCCC1)NS(=O)(=O)c1ccccc1Cl | 1.5 | 2.2 | 11.3 | -1.8% | 0.594 | -0.235 | 0.94 | 0.0722 | i | -4.1 | -4.4 | 2.2 | -0.1 | 1145 | i | 27.8 | i | -11.7%
CCOC(=O)Cn1c(-c2ccccn2)nc2ccccc21 | 1.8 | 5.8 | 8.0 | 4.2% | -0.033 | -0.108 | 0.274 | -0.158 | i | 3.2 | 13.1 | 4.8 | -6.0 | 988 | i | 54.9 | i | 4.2%
O=S(=O)(Nc1nc2ccccc2nc1N1CCc2ccccc2C1)c1ccc(Cl)cc1 | 3.7 | 2.8 | 5.0 | 6.1% | 0.864 | -0.177 | 1.1 | -1.32 | i | -6.5 | 15.0 | -2.9 | -2.2 | 1024 | i | 4.9 | i | 2.1%
C[C@H]1C=C(C(=O)NCc2nc3ccccc3[nH]2)O[C@@H](OCc2ccc(CO)cc2)C1 | x | x | x | 7.9% | 1.28 | -0.673 | 0.761 | -0.914 | x | x | x | x | 0.8 | 1332 | i | 47.3 | i | 4.9%
CC1CCC/C(=C\Nc2ccc(C(=O)O)cc2)C1=O (stereo unspecified) | 2.9 | 2.0 | 5.2 | 8.0% | -0.489 | -0.261 | -0.228 | 0.557 | i | -38.0 | -5.1 | 2.1 | -1.0 | 1159 | i | 65.4 | i | 7.2%
Cc1cc[n+](CC(=O)c2ccc(NC(=O)c3ccccc3)cc2)cc1 | 2.0 | 1.4 | 5.5 | -2.7% | -0.0822 | -0.226 | 0.104 | 0.235 | i | -23.2 | 14.6 | 5.7 | 0.4 | 1134 | i | 8.5 | i | -0.5%
COCCn1c(=O)[nH]c(=O)c2cc(C(=O)c3cc(OC)ccc3O)cnc21 | 3.9 | 1.4 | 7.1 | 11.4% | 0.685 | 0.0992 | 0.656 | -1.18 | i | 10.0 | 56.6 | 8.1 | 1.0 | 1125 | i | 26.5 | i | 6.1%
CC1(C)Cc2c(C#N)c(NCC3CCCO3)nc(-c3ccco3)c2CO1 (stereo unspecified) | 2.0 | 1.8 | 5.7 | 9.4% | -1.53 | -0.15 | -0.754 | 0.187 | i | -0.8 | 13.2 | 6.2 | 0.3 | 1026 | i | 4.0 | i | 5.3%
Cc1ccccc1Cn1nnc(-c2ccc(C(=O)O)cc2)n1 | 6.8 | 2.2 | 1.8 | -0.8% | 0.69 | -0.112 | 0.22 | -0.573 | i | -0.2 | -16.9 | 3.1 | 0.6 | 1127 | i | 25.4 | i | -2.0%
Cc1ccccc1NC(=O)COC(=O)CCc1ccccc1 | 2.4 | 1.4 | 5.9 | -1.7% | 1.04 | -0.115 | 0.461 | -1.79 | i | -6.2 | -0.9 | -8.7 | -1.7 | 1155 | i | 60.3 | i | 9.6%
CCC1CCCCN1CCCNC(=O)CNC(=O)Cn1ccc2ccccc2c1=O (stereo unspecified) | 2.9 | 2.6 | 11.1 | 2.5% | -0.252 | -0.0299 | -0.00259 | -0.394 | i | -8.0 | -7.6 | -23.5 | -1.2 | 1038 | i | 29.0 | x | 14.1%
O=C(Nc1ccccc1)c1ccc(OC(=O)c2cc3ccccc3o2)cc1 | 1.8 | 1.0 | 3.8 | -5.6% | 0.366 | -0.142 | 0.843 | 0.226 | i | -4.4 | -5.8 | 7.1 | -3.6 | 1259 | i | 53.5 | i | 5.4%
CCSc1nnc(NC(NC(=O)c2ccco2)(C(F)(F)F)C(F)(F)F)s1 | 1.6 | 2.7 | 10.2 | -6.5% | 0.51 | -0.177 | 0.166 | -0.282 | i | 0.9 | 2.9 | 19.1 | -2.0 | 1156 | i | 40.7 | i | -4.5%

(listing goes on)
Values in the order – MT stabilizer | MT stabilizer Hoechst-high % | MT stabilizer cytotoxicity % | M1AAP inhibition | Dynein cargo inh | Dynein cargo inh cytoplasmic EGFP | Dynein cargo inh nuclear GR-EGFP | Dynein cargo inh cell count | Autophagy mod | Autophagy mod cell loss 18 h | WT yeast gro inh | WT yeast gro inh mutant strain | bCat nuc transl | bCat nuc transl cell count 5 µM | T cell HTS | T cell HTS vesicle-bound % | Yfh1-off respiration | P. falciparum M17LAP
CC(C)(C)c1ccc(C(=O)c2c[nH]c(C(=O)NCc3cccnc3)c2)cc1
→ 1.7 | 1.6 | 1.1 | 5.8% | x | x | x | x | i | -7.9 | -7.9 | 19.2 | -1.4 | 1108 | i | 29.0 | i | -10.9%
O=C1CCCC2=C1C(c1ccc(Br)cc1)c1c([nH]c(=S)[nH]c1=O)N2 (stereo unspecified)
→ 3.2 | 1.9 | 8.8 | u | 0.489 | 0.303 | 1.16 | 1.86 | i | 4.0 | -0.8 | -13.7 | -1.0 | 1030 | i | 48.4 | i | 16.7µM*
COc1ccc(-n2c(CNC(=O)COc3ccccc3)n[nH]c2=S)cc1
→ 2.0 | 1.7 | 8.2 | -10.7% | 0.147 | -0.168 | -0.195 | 0.659 | i | -4.9 | -10.3 | -4.9 | x | x | i | 45.2 | i | 2.3%
N=c1oc2ccccc2cc1-c1nc(-c2ccccc2)cs1
→ 3.3 | 2.4 | 0.0 | 8.0% | -0.0521 | -0.268 | -0.283 | 0.27 | i | 8.5 | 27.3 | 37.4 | 0.4 | 1111 | i | 46.8 | i | 5.8%
Cc1nc2sc3c(c2c(=O)[nH]1)CCCC3
→ x | x | x | -1.9% | -0.129 | 0.0781 | -0.101 | -0.0416 | x | x | x | x | 5.3 | 1029 | i | 26.3 | i | 5.6%
Oc1c(Cl)cc(Cl)c2c1NCCC2
→ 4.3 | 1.8 | 2.1 | 7.1% | -4.74* | 1.52* | -2.27* | -0.00248* | i | -6.4 | 42.5 | 35.8 | -1.1 | 1057 | x | x | x | 6.9%
O=C(N/N=C/C(Br)=C/c1ccccc1)c1cccs1
→ 2.5 | 1.4 | 5.7 | x | 0.063 | -0.231 | 0.295 | -0.0843 | i | -7.6 | 36.8 | 5.8 | -0.8 | 1036 | i | 61.7 | i | x
COc1ccc(-c2[nH]ncc2CN(C)C(C)c2ccncn2)c(F)c1 (stereo unspecified)
→ 3.2 | 2.2 | 7.4 | 5.4% | -0.697 | 0.958 | -0.0405 | 0.22 | i | 10.6 | 3.7 | 8.3 | -1.3 | 1093 | i | 39.0 | i | 4.7%
COc1ccccc1CN1CCCC(C(=O)N(C)Cc2ccccc2)C1 (stereo unspecified)
→ 2.8 | 2.0 | 7.8 | -5.0% | 0.904 | -0.256 | 0.765 | -0.458 | i | -5.1 | -8.1 | 0.6 | -2.6 | 1187 | x | x | i | 15.2%
Clc1nc(-c2ccccc2)cc(-c2ccc(Br)cc2)n1
→ 1.4 | 1.5 | 6.4 | x | -0.0471 | -0.243 | 0.146 | -1.13 | i | 1.6 | x | x | x | x | i | 24.2 | i | x
COc1ccc(NC(C)C(=O)Nc2ccc(C#N)cc2)cc1Cl (stereo unspecified)
→ 2.6 | 2.4 | 5.5 | 12.5% | -0.801 | -0.411 | -0.32 | 0.799 | i | -1.7 | -5.2 | -19.1 | x | x | i | 38.4 | i | 5.5%
C(=N\n1cnnc1)/c1cccc2ccccc12
→ 22.8 | 4.2 | 14.2 | 16.7% | -0.307 | -0.217 | -0.00587 | 0.32 | i | -4.1 | 3.7 | -4.2 | 0.8 | 884 | i | 32.7 | i | 11.7%
CC(C)(C#N)Nn1cnnc1
→ 3.5 | 3.3 | 2.7 | 3.0% | 0.169 | -0.242 | 0.145 | -0.177 | i | -8.6 | -16.9 | 2.4 | -2.0 | 1150 | i | 45.4 | i | 6.0%

Taken from above:
For Autophagy mod cell loss 18 h, COc1ccc(-n2c(CNC(=O)COc3ccccc3)n[nH]c2=S)cc1 has the entry -4.9
For MT stabilizer cytotoxicity %, CC(C)(C#N)Nn1cnnc1 has the entry 2.7
For bCat nuc transl, CC(C)(C)c1ccc(C(=O)c2c[nH]c(C(=O)NCc3cccnc3)c2)cc1 has the entry -1.4

Compound activity as filed in PubChem BioAssay.
